# Screens: PubChem, Broad Institute
# INS-1E GSIS act = primary screen for activators of insulin secretion dependent on glucose, INS-1E cells, GLuc reporter luminescence; INS-1E GLuc reporter insulin secretion, 2-3 h; activation, % at 16.6 µM; 370,000 compounds, 0.61% hits;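 active = lowest replicate activation of at least 40%, so every replicate reaches that level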;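 also: 0% = median of neutral control wells and 100% = median of IBMX positive control wells; some compounds called inactive have numbers as strong as hits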
# ERp5 inh = blocks human ERp5 reductase activity on insulin | ERp5 insulin aggregation, absorbance 650 nm, 90 min | inhibition, % at 9.99 µM | 350,000 compounds, 0.05% hits | AID 651711;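 active = mean replicate inhibition above about 25%, with every replicate also reaching it, limit read from the data, passing the limit was not always enough; inconclusive = only one of those two criteria met; inactive = neither criterion met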
# Target sequence (Q15084 whole entry, looked up): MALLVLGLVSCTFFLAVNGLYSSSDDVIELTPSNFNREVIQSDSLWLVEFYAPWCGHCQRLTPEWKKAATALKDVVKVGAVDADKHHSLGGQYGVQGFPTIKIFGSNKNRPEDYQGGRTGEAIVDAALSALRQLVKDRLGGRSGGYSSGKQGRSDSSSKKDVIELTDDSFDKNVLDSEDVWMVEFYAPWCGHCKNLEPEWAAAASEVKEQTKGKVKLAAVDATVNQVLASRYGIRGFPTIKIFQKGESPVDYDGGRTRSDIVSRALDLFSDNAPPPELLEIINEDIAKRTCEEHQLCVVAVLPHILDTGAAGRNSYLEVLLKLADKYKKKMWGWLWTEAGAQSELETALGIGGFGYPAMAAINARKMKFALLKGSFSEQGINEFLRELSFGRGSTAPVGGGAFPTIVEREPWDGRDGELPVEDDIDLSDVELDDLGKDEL
# ARNT-TACC3 inh = ARNT/TACC3 interaction disruption | Q9Y6A5 | AlphaScreen His-ARNT PAS-B/GST-TACC3 binding, luminescence; TACC3 fragment carries E629A point mutation | inhibition, % at 9.99 µM | 390,000 compounds, 0.66% hits;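 active = mean inhibition of replicates at least 50% and at least half of replicates each reaching 50%; inconclusive = half or more replicates reach 50% but mean below 50%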;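 also: 0% = complete ARNT plus TACC3 wells and 100% = ARNT alone without TACC3; many hits fall short of the cut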
# PAX8 reporter = inhibitors of PAX8 transcriptional activity in RMG-I cells | RMG-I TPO-luciferase reporter, SteadyGlo, 24 h | inhibition, % at 12.6 µM | 360,000 compounds, 1.2% hits | AID 652154;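 active = mean replicate inhibition at least 60% with every replicate also reaching 60%; inconclusive = only one of the two criteria is met; inactive = mean below 60% and not all replicates reaching 60%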;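 also: luciferase light reporting Pax8 driven TPO promoter activity; plate controls were median of neutral control wells for no effect and mitoxantrone controls for full effect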
# XiGFP reactiv = activators of X-chromosome reactivation in mouse fibroblasts; AID 743238; XiGFP mouse fibroblasts, % GFP-positive cells imaging, 3 d; cells co-treated with 5-aza-dC sensitizer; scaled so ellipticine positive control = 100%; activation, % at 7.58 µM; 360,000 compounds, 0.055% hits;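 active = mean normalized replicate activation at least 10% and every replicate at or above 10%; inconclusive = only one of the two criteria met; inactive = mean below 10% and not all replicates reach 10%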;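 also: 0% = median of on-plate neutral control wells and 100% = ellipticine 6 µM median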
#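 System: 68-5-11 XiGFP fibroblast line; Timing: 3 days compound exposure; Compound dosing: one concentration, pinned; Benchmarks: positive control ellipticine, 6 µM final; Buffer or medium: DMEM containing 5-aza-dC.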
# EWS-Fli block = EWS/Fli transcriptional activity inhibition | inhibition, % at 12.6 µM | A673 NR0B1-luciferase reporter, viability-normalised | 350,000 compounds, 0.67% hits;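 active = mean inhibition of at least 50% after viability correction, with every replicate also passing that limit; inconclusive = mean reaches 50% but only one of two replicates passes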;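 also: firefly luciferase signal divided by Alamar Blue viability fluorescence both relative to DMSO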
# DENV2 CPE rescue = protects cells from dengue virus 2 cytopathic effect. CPE inhibition, % at 9.99 µM. DENV2-infected cells, cytopathic effect rescue, plate reader. AID 651640. 350,000 compounds, 1.7% hits; in the data active = CPE inhibition above about 20%, passing the limit was not always enough; inconclusive = no clear call, values can overlap the other calls; tested in BHK-21 cells;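 also: 0% = median of neutral control wells and 100% = median of positive control wells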
# CFTR F508del cor = CFTR F508del correction in bronchial cells. CFBE cells, YFP halide quenching; stimulated with forskolin plus potentiator P3; % fluorescence drop versus neutral controls. activity (quench increase), % at 7.58 µM. 350,000 compounds, 0.36% hits. AID 720511;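 active = mean added fluorescence quench of at least 8% versus neutral control, with both replicates also reaching 8%; inconclusive = only one of the mean or replicate conditions met; inactive = mean below 8% and not both replicates reaching 8%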;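 also: cells transiently co-express mutant CFTR-F508del with the halide-sensitive YFP; corrector assay measuring rescue of mutant channel to the surface after 24 h compound exposure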
# * marks the source's active call; other numbers are inactive results; ? = inconclusive; · = no result given.
# Preview (5 entries):
# Values run as follows: INS-1E GSIS act, ERp5 inh, ARNT-TACC3 inh, PAX8 reporter, XiGFP reactiv, EWS-Fli block, DENV2 CPE rescue, CFTR F508del cor
- CC(C)CC1NC(=O)c2cccnc2-n2c1nc1ccccc1c2=O (configuration not stated)
→ 15, -6, ·, -16, 0.0, -2, -8, -2.1
- C[C@H](CO)N1C[C@H](C)[C@@H](CN(C)C(=O)Nc2ccc3c(c2)OCO3)OCCCC[C@H](C)Oc2ccc(NC(=O)CCC(F)(F)F)cc2C1=O
→ -3, 0, 23, ·, -0.9, -16, 0, 0.7
- CC(C)NC(=O)N(C)C[C@@H]1OCCCC[C@H](C)Oc2ccc(NC(=O)CCC(F)(F)F)cc2C(=O)N([C@H](C)CO)C[C@H]1C
→ -4, ·, ·, -4, 0.3, ·, ·, -0.8
- CCn1cc(C(=O)O)c(=O)c2cc(F)c(N3CCN(C(=S)NC(=O)c4cccc(C)c4)CC3)cc21
→ 44*, 3, -4, 22, -0.1, 12, 0, 2.0
- C[C@@H]1CCCCO[C@@H](CN(C)C)[C@H](C)CN([C@H](C)CO)C(=O)c2cc(NC(=O)c3ccncc3)ccc2O1
→ 35, 3, -2, -13, 0.0, -5, 4, 0.8

# All compounds of this part, from the first entry:
# Values run as follows: INS-1E GSIS act, ERp5 inh, ARNT-TACC3 inh, PAX8 reporter, XiGFP reactiv, EWS-Fli block, DENV2 CPE rescue, CFTR F508del cor
- CC(C)CC1NC(=O)c2cccnc2-n2c1nc1ccccc1c2=O (configuration not stated)
→ 15, -6, ·, -16, 0.0, -2, -8, -2.1
- C[C@H](CO)N1C[C@H](C)[C@@H](CN(C)C(=O)Nc2ccc3c(c2)OCO3)OCCCC[C@H](C)Oc2ccc(NC(=O)CCC(F)(F)F)cc2C1=O
→ -3, 0, 23, ·, -0.9, -16, 0, 0.7
- CC(C)NC(=O)N(C)C[C@@H]1OCCCC[C@H](C)Oc2ccc(NC(=O)CCC(F)(F)F)cc2C(=O)N([C@H](C)CO)C[C@H]1C
→ -4, ·, ·, -4, 0.3, ·, ·, -0.8
- CCn1cc(C(=O)O)c(=O)c2cc(F)c(N3CCN(C(=S)NC(=O)c4cccc(C)c4)CC3)cc21
→ 44*, 3, -4, 22, -0.1, 12, 0, 2.0
- C[C@@H]1CCCCO[C@@H](CN(C)C)[C@H](C)CN([C@H](C)CO)C(=O)c2cc(NC(=O)c3ccncc3)ccc2O1
→ 35, 3, -2, -13, 0.0, -5, 4, 0.8
- C[C@@H]1CCCCO[C@H](CN(C)S(=O)(=O)c2ccccc2)[C@H](C)CN([C@H](C)CO)C(=O)c2cc(NC(=O)Nc3cccc4ccccc34)ccc2O1
→ 15, -2, -10, -14, 0.4, 12, 3, -0.2
- COc1ccc(/C=C/C(=O)NCCOc2ccc(C)cc2)cc1
→ -6, ·, -2, 4, 0.2, ·, ·, ·
- O=C(Nc1ccc(S(=O)(=O)NCc2ccco2)cc1)c1ccc(F)cc1
→ -1, 0, -1, -3, 0.0, 24, ?, -0.2
- Cc1onc(-c2ccccc2)c1-c1nnc(COC(=O)c2ccc(O)cc2)o1
→ 1, -9, -4, 10, 0.3, 6, 2, -3.3
- O=C(N[C@@H](Cc1cccnc1)C(=O)N1CCC[C@H]1C(=O)NC1CCCC1)C1CCCC1
→ 4, -3, ·, -5, 0.1, 1, 6, -0.4
- Cc1cc(C)n2cc(CSc3ccc(Br)cc3)nc2n1
→ ·, 0, 0, -69, 0.0, -27, -7, -1.2
- CCOC(=O)C1=C(O)C(=O)N(c2ccccc2)C1c1cccc([N+](=O)[O-])c1 (configuration not stated)
→ ·, 2, 2, 9, 0.1, -14, 3, 1.0
- COc1ccccc1-c1ccc2c(c1)[C@H]1[C@H](CCN1C(=O)C1CC1)[C@H](CO)N2
→ -6, 1, 2, 15, 0.0, -5, -3, -1.3
- O=C(c1ccc2c(c1)OCO2)C1CCCN(Cc2ccc(OC(F)F)cc2)C1 (configuration not stated)
→ -25, 2, 1, 0, 0.2, 5, 6, -1.8
- Cc1noc(C)c1NC(=O)N(C)C[C@H]1Oc2c(NS(=O)(=O)c3cccs3)cccc2C(=O)N([C@@H](C)CO)C[C@H]1C
→ -1, -2, -4, ·, -1.1, -4, -3, 3.6
- CC(=O)c1ccc(NC(=S)N2c3ccccc3CC2C)cc1 (configuration not stated)
→ -9, -2, -2, -13, 0.9, -4, 5, -4.8
- CO[C@H]1CN(C)C(=O)c2ccc(NC(=O)C3CC3)cc2OC[C@H](C)N(Cc2cncnc2)C[C@@H]1C
→ 12, ·, ·, ·, -0.2, -3, ·, 0.4
- Cc1cc(C)c(S(=O)(=O)c2cc(F)ccc2C)c(=O)[nH]1
→ 4, 2, -4, -1, 0.0, 5, -7, -0.9
- COC(=O)[C@]1(Cc2ccccc2)N[C@H](CN(C)C(=O)Nc2ccc(F)cc2)[C@@H]2C(=O)N(Cc3ccccc3)C(=O)[C@@H]21
→ -26, 2, -4, -119, 0.0, 16, 10, 3.4
- C[C@H](O)[C@@H]1C(=O)N2CCc3c([nH]c4c(-c5ccccc5)cccc34)[C@@H]2C[C@@H]1N(C)C(=O)Nc1cccc2ccccc12
→ -20, -3, ·, 22, 0.6, 14, -2, 0.9
- CC(=O)Nc1cccc(NC(=O)CSc2ncc(C(=O)Nc3ccc(F)cc3)c(=O)n2C)c1
→ 0, 5, -4, 4, 0.0, -1, -4, 0.7
- O=S1(=O)N[C@@H](Cc2ccccc2)COc2cc(N3CCN(Cc4ccccc4F)CC3)ccc21
→ 0, 9, ·, -21, -0.1, 4, -1, 2.0
- C/C=C/c1ccc([C@@H]2[C@H](CO)N3CCCCN(C(=O)Nc4ccc(OC)cc4)C[C@@H]23)cc1
→ -15, 4, -4, -36, 0.2, -4, 5, 0.1
- O=C(NCc1ccccc1)C(c1cccc2ccccc12)n1c(=O)c(-c2ccccc2)nc2ccccc21 (configuration not stated)
→ -6, -8, ·, ?, 0.3, 10, 18, -2.8
- CCCN(C)C[C@H]1Oc2cc(C3=CCCC3)ccc2S(=O)(=O)N([C@H](C)CO)C[C@H]1C
→ 6, ·, ·, ·, -0.4, -2, ·, -1.9
- C[C@@H]1CN([C@@H](C)CO)C(=O)Cc2cc(NC(=O)Nc3cccc4ccccc34)ccc2O[C@@H]1CN(C)Cc1ccc(Cl)c(Cl)c1
→ -35, 0, 14, ·, 0.1, 11, -9, 9.9*
- CC(C)C#Cc1cnc2c(c1)C(=O)N([C@@H](C)CO)C[C@H](C)[C@@H](CN(C)C(=O)c1ccccn1)O2
→ -4, 0, -5, ·, -0.1, -7, 18, -1.3
- O=C(Nc1ccccc1O)c1c(O)c2c([nH]c1=O)CCCC2
→ 1, 6, 6, -31, 0.0, -102, -4, 1.9
- CC(=O)Nc1ccc(NC(=O)CCSCCc2ccccn2)cc1
→ 14, 2, 1, -10, 0.0, 4, 3, -1.9
- Fc1cccc(CSc2ccc3nnc(-c4cccnc4)n3n2)c1
→ 7, 3, 4, 48, 0.2, 16, -5, 2.4
- Cc1ccccc1S(=O)(=O)N(C)C[C@H]1OCc2ccccc2-c2c(n(C)c3ccccc23)C(=O)N([C@H](C)CO)C[C@H]1C
→ -3, -2, 3, ·, 0.3, 9, -5, 3.9
- Cc1cccc(-n2c(O)cnc2Nc2nc(C)cc(C)n2)c1
→ 1, 0, ·, 3, 0.4, -1, -6, -2.4
- O=C(c1ccc2c(=O)n3c(nc2c1)CCC3)N1CCN(S(=O)(=O)c2cccc(F)c2)CC1
→ 3, 2, 11, 0, -0.1, -9, -1, -0.3
- CC(=O)Nc1ncc(Cc2cccc(Cl)c2Cl)s1
→ 3, -1, -20, -21, 0.2, -6, -2, -1.6
- C[C@@H]1CN([C@H](C)CO)C(=O)c2cc(NC(=O)NC3CCCCC3)ccc2O[C@@H]1CN(C)Cc1ccc(C(F)(F)F)cc1
→ -39, 1, -7, ·, 0.0, 11, -5, 6.2
- CCCC(=O)N1CCC2(CC1)CN(C(=O)Nc1cccc(F)c1)[C@H](CO)c1c2c2ccc(OC)cc2n1C
→ -29, -1, ·, ·, 0.4, 11, -5, 0.5
- Cc1ccc(N=Cc2c(O)cc(C)oc2=O)c(C)c1
→ 5, 6, -4, 7, 0.1, -6, -2, -0.9
- CCCCCCc1nc(-c2ccc(OC)nc2)c(C)c2c1[Si](C(C)C)(C(C)C)OC2
→ ·, -3, ·, 1, ·, 0, 13, 0.0
- FC(F)(F)c1ccc(Oc2ccccc2Cl)nc1
→ 5, 1, 25, 9, 0.5, -9, 1, -1.6
- COc1ccc(NC(=O)Nc2ccc3c(c2)CC(=O)N([C@@H](C)CO)C[C@@H](C)[C@@H](CN(C)S(=O)(=O)c2cn(C)cn2)O3)cc1
→ -7, 6, 9, -1, -0.3, 1, ·, -0.3
- CCC1CCCCN1CCCNC(=O)c1cc2c(=O)[nH]c3ccccc3c2n1C (configuration not stated)
→ 26, 1, ·, -7, 0.0, 5, 6, -4.3
- CCOc1ccc(NS(=O)(=O)c2ccc(C(=O)N3CCCC(C)C3)cc2)cc1 (configuration not stated)
→ -52, 21, -1, 19, -0.7, 9, 2, -2.1
- O=C(NCc1ccccc1Cl)C1CCC(=O)N1Cc1ccc(F)cc1 (configuration not stated)
→ 26, 2, -9, -24, 0.2, 4, -2, -4.6
- COc1ccc(S(=O)(=O)N(C)C[C@@H]2Oc3c(NS(C)(=O)=O)cccc3C(=O)N([C@@H](C)CO)C[C@@H]2C)cc1
→ 29, 3, -3, ·, -1.0, -2, -9, 0.0
- O=C(NNc1cccc(Cl)n1)Nc1ccccc1F
→ -1, 0, -5, -9, 0.3, -13, 1, 1.8
- NC(=O)Cn1c(=O)oc2ccccc21
→ 5, 4, 0, 7, ·, ·, ·, ·
- COc1c2c(cc3ccc(=O)oc13)CCO2
→ ·, 0, -5, -2, 0.0, 9, -1, ·
- CCN(Cc1nc2cc(Cl)ccc2c(=O)[nH]1)C(=O)c1nn(C)c(=O)c2ccccc12
→ 5, -4, -2, 12, 0.0, -2, -1, 1.3
- CC(C)(C)NC(=O)CCCCCCCC(=O)NC(C)(C)C
→ ·, -6, -17, -5, -0.1, 2, -4, 0.1
- O=C(C[C@H]1CC[C@H](NC(=O)CN2CCOCC2)[C@@H](CO)O1)NCc1cccc(F)c1
→ -4, -7, -3, 7, 0.2, -1, 1, -2.0
- CCOC(=O)Cn1nc(C)n(-c2ccc(F)cc2)c1=O
→ 0, 7, -5, 8, 0.0, 2, -2, 1.5
- C[C@@H]1CN([C@H](C)CO)C(=O)Cc2cc(NS(=O)(=O)c3ccccc3)ccc2O[C@H]1CN(C)S(=O)(=O)c1ccccc1
→ 4, 4, -3, -12, 0.0, -10, -12, 0.6

# Some entries already given with just CFTR F508del cor and PAX8 reporter:
molecule,CFTR F508del cor,PAX8 reporter
COc1c2c(cc3ccc(=O)oc13)CCO2,·,-2
CC(C)(C)NC(=O)CCCCCCCC(=O)NC(C)(C)C,0.1,-5
NC(=O)Cn1c(=O)oc2ccccc21,·,7
